UTI89 phage lysis: inhibition of K1F phage lysis, E. coli UTI89, bacterial capsule biogenesis inhibitors, alamar blue (AID 488966); E. coli UTI89 K1F phage lysis, alamar blue, 2 h; higher % means a stronger effect; inhibition, % at 100 µM, or IC50 in µM where a hit was titrated; 0.02% of 340,000 active;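 active means phage lysis inhibition, versus mean bacterial control, above a set limit; inconclusive means no clear call, values can overlap the other calls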;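 further: capsule biogenesis inhibitors block K1F phage lysis so surviving cells raise fluorescence; higher fluorescence means more inhibition of phage lysis; actives were called in the ten point dose series up to 300 µM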
SV40 large T antigen: SV40 large T antigen inhibitors, biochemical (AID 1903) | SV40 large T antigen ATPase/helicase inhibition assay; higher % means a stronger effect | 0.39% of 310,000 active | inhibition, % at 20 µM; hits with a dose series show IC50 in µM; in the data active means a potency from the dose series; inconclusive means inhibition mostly from about 32% at the one dose, without a potency; inactive means the rest, 99 in 100 with inhibition below about 32%; further: strong numbers were not always called active
Rac1 GTP hydrolysis: MgcRacGAP GTPase-activating activity inhibitors, confirmation, biochemical, ADP Hunter fluorescence; inhibition, % at 30 µM; hits with a dose series show IC50 in µM; 0.6% of 340,000 active; MgcRacGAP-stimulated Rac1 GTP hydrolysis, ADP Hunter fluorescence; higher % means a stronger effect; GST-tagged Rac1 F28L mutant substrate; AID 624330;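 active means first-screen hits whose inhibition reached a set limit at any dose in the follow-up dose series; inconclusive means inhibition above the set first-screen limit but never retested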;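 further: fluorescence reports GDP produced by GAP-driven GTP hydrolysis; strong numbers were not always called active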
T cell HTS: T cell immune modulators affecting CD8 T cell-vesicle binding; 0.068% of 330,000 active; 2C CD8+ T cell-vesicle binding, flow cytometry; hits give low values; calls only at 7 µM;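 active means response, share of CD8 T cells binding vesicles, and their 90th percentile fluorescence all below set limits, cut at about 80% in these data, passing the limit was not always enough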
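Read-out – percent CD8+ FL2 mean versus row control · System – murine 2C transgenic CD8+ T lymphocytes · Times – 1.5 h cell–vesicle binding at 37 °C, then 20 min icy labelling · Control set – naked vesicles low, QL9 vesicles with vehicle high · Detection – cytometric PE anti-B7-1 and Alexa647 anti-CD8 signals after 1% paraformaldehyde fixation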
Myeloid diff 2: compounds promoting myeloid differentiation; calls only at 10 µM; 1% of 360,000 active; ER-HoxA9 myeloid progenitors, lysozyme-GFP differentiation, flow cytometry;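 active means normalized GFP-positive differentiation at or above the plate's own cutoff, the solvent-only control mean plus 3 SD; inconclusive means no clear call, values can overlap the other calls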;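 further: cells exposed to compound for four days before flow analysis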
TNAP activation fold: human TNAP enzyme activators, primary screen, biochemical, luminescent, no phosphate acceptor, uHTS (AID 1001); purified TNAP, luminescent activation assay, no phosphate acceptor; higher activation fold means a stronger effect; one-dose activation fold at 20 µM; EC50 in µM for titrated hits; 0.03% of 200,000 active; in the data active means activation fold from about 3, or a potency from the dose series; inactive means the rest, 99 in 100 with activation fold below about 1.6; further: many of its hits are not listed in these tables
NTR1 agonist: NTR1-driven beta-arrestin-GFP spot formation – imaging, U2OS cells, high content, primary screen (AID 493036); agonist mode; activation, % at 20 µM; 0.17% of 330,000 active;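 active means activation at or above 40% of the spot to cytoplasm intensity ratio, with at least 20 cells analyzed; inconclusive means wells under 20 cells, flagged as cytotoxic or low count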;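 further: 0% = DMSO without peptide and 100% = 100 nM NTR1 peptide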
Target sequence (P30989 whole entry, looked up): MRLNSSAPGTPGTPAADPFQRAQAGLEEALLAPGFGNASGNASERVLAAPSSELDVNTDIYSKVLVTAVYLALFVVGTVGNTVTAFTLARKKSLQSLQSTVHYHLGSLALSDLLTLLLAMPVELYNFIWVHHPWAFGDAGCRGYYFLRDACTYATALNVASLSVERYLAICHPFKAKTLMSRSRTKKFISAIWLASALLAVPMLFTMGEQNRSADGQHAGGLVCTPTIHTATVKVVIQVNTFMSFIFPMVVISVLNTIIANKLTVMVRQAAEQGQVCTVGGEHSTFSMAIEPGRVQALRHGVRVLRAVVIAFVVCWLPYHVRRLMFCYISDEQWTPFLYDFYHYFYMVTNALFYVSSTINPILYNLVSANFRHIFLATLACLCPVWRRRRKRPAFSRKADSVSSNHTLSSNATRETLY
RSV antiviral HEp-2: RSV antiviral activity via CPE protection, HEp-2 cells, primary 10 µM value included (AID 2391); CPE inhibition, % at 10 µM, or IC50 in µM where a hit was titrated; 0.13% of 310,000 active; HEp-2 cells, RSV-induced CPE inhibition; higher % means a stronger effect; in the data active means a potency from the dose series; inconclusive means CPE inhibition mostly from about 23% at the one dose, without a potency; inactive means the rest, 99 in 100 with CPE inhibition below about 21%; further: strong numbers were not always called active
PhoP inhibition: PhoP-dependent GFP reporter repression – Salmonella Typhimurium, primary screen (AID 1863). 0.16% of 300,000 active. S. Typhimurium PhoP-regulated promoter GFP reporter, 4 h; higher % means a stronger effect. inhibition, % at 50 µM, or IC50 in µM where a hit was titrated;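 active means inhibition over 29.93%, a cutoff 3 SD above the screen mean, later confirmed by dose response; inconclusive means inhibition over 29.93% but no dose response follow-up; inactive means inhibition at most 29.93% or unconfirmed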;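 further: 0% = low Mg2+ inducing control and 100% = high Mg2+ repressing control; strong numbers were not always called active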
T cell HTS vesicle-bound %: recorded beside T cell HTS, whose call it bears; double positive events, %; measured here: CD8+ vesicle-bound cell fraction;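 binding gate set so that unloaded-vesicle control wells show 10% double positive cells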
NTR1 agonist cell count 20 µM: second read-out of NTR1 agonist, no call of its own (marks repeat the call); cell count; measured here: cell count, cytotoxicity flag
Myeloid diff 2 GFP+ MAC1+ %: also measured in Myeloid diff 2; calls as there; GFP+ MAC1+ double positive, %; measured here: differentiation confirmed by MAC1 staining
* marks the source's active call; other numbers are inactive results; i = inactive; ? = inconclusive; · = no result given; [ ] = remark or other dose. The order is random, and some 2.3% of all compounds hit somewhere here.

SMILES | UTI89 phage lysis | SV40 large T antigen | Rac1 GTP hydrolysis | T cell HTS | T cell HTS vesicle-bound % | Myeloid diff 2 | Myeloid diff 2 GFP+ MAC1+ % | TNAP activation fold | NTR1 agonist | NTR1 agonist cell count 20 µM | RSV antiviral HEp-2 | PhoP inhibition
Cc1ccc(NC(=S)N/N=C2/CCCc3c(C)cc(C)cc32)cc1 | 0.2% | 20.8% | 5.7% | i | 51.9 | i | 1.9 | 1 | 1.3 | 37 | 2.4% | -4.0%
COc1ccc(-c2nc(NC(=O)c3nc4nccc(C)n4n3)sc2C)cc1 | -1.3% | 6.0% | 4.4% | i | 25.6 | i | 0.1 | 1.3 | 2.5 | 28 | -1.4% | 3.9%
CCc1nnc(NS(=O)(=O)c2ccc(N/C=C/C(=O)c3ccc(C)cc3)cc2)s1 | 0.3%[50 µM] | 5.5% | 7.8% | i | 8.4 | i | 0.6 | 1 | 2.0 | 70 | 1.8% | 6.5%
CN(CC(=O)Nc1ccc(Cl)c(Cl)c1)C(=O)CC1OC(=O)c2ccccc21 (centres undefined) | 0.5%[50 µM] | 3.4% | 8.9% | i | 47.1 | i | 0.7 | · | 2.0 | 61 | 3.9% | -3.6%
Cc1cccc(CCNC(=O)C2CCN(S(=O)(=O)c3cccc4cccnc34)CC2)c1 | 0.0% | 3.6% | 10.0% | i | 28.3 | i | 0.0 | · | 1.2 | 67 | 1.7% | 6.3%
O=C(COC(=O)c1cc([N+](=O)[O-])ccc1Cl)NC1CCCC1 | -0.2% | 4.5% | 4.4% | i | 29.3 | i | 0.3 | · | -0.4 | 93 | 4.1% | -4.7%
CCc1cc2cc3c(cc2nc1SCC(=O)N1CCN(C(=O)c2ccco2)CC1)OCO3 | -1.2% | 9.6% | 9.3% | i | 37.7 | i | 3.4 | 1.1 | 1.8 | 68 | 4.4% | -6.1%
O=C(NC1CCCC1)c1ccccc1OCc1ccccc1 | 0.2% | 11.9% | 3.9% | i | 23.5 | i | 0.7 | 1.1 | 1.1 | 59 | ? | -4.9%
Cc1n[nH]c(C)c1Sc1ccccc1N=Cc1cc(Cl)cc([N+](=O)[O-])c1O | -0.1% | 2.6% | 5.7% | i | 7.8 | i | 1.2 | 0.8 | -2.3 | 94 | 0.8% | -74.0%
Cc1cc2cc3c(C)cc(=O)oc3c(C)c2o1 | -0.8%[50 µM] | 6.7% | 7.3% | i | 33.5 | i | 0.4 | · | 0.4 | 53 | 2.5% | 0.9%
COc1ccc(NC(=O)CSc2n[nH]c(C(C)C)n2)c([N+](=O)[O-])c1 | 0.8% | -1.2% | 8.4% | i | 27.1 | i | 1.1 | 1.1 | 0.1 | 49 | ? | -3.9%
Cn1nc(C(=O)Nc2nc3ccccc3[nH]2)c2ccccc2c1=O | 0.6%[50 µM] | 13.0% | 5.9% | i | 19.4 | i | 0.6 | 1.3 | -2.2 | 68 | 0.8% | -3.0%
CN(C)S(=O)(=O)c1ccc(C(=O)NC2CCCc3ccccc32)cc1 (centres undefined) | 0.2% | 1.1% | 5.6% | i | 36.1 | i | 0.3 | 1 | 1.1 | 54 | -0.1% | -3.0%
COc1ccc(-c2nc(SCC(=O)NCc3ccco3)c(-c3ccccc3)[nH]2)cc1OC | -0.3% | 10.1% | 8.9% | i | 58.6 | i | 0.9 | 1.3 | 0.3 | 63 | 4.1% | 2.5%
Cn1cnnc1SC1CCCCC1NS(=O)(=O)c1ccc(Cl)cc1 (centres undefined) | 2.4% | -0.5% | 6.3% | i | 28.9 | i | 5.5 | 1.1 | 1.7 | 51 | -0.6% | -0.4%
COc1cc(C2Nc3ccccc3C(=O)N2c2ccccc2)ccc1O (centres undefined) | 0.0% | 30.6% | 9.4% | i | 26.8 | i | 1.3 | 1.1 | 0.5 | 32 | 3.1% | 11.2%
O=C(Nc1ccccc1)/C(=C\c1ccc(F)cc1)NC(=O)c1ccco1 | 0.2% | 9.7% | 6.4% | i | 8.4 | i | 3.7 | · | -0.8 | 50 | 3.0% | -2.2%
COC1CCN(C(=O)c2cc(COc3ccc(-n4cncn4)cc3)on2)CC1 | 0.8% | 11.9% | 7.1% | i | 18.8 | i | 1.1 | · | -0.4 | 60 | 1.4% | -2.4%
Cn1nc(C(=O)NCC(c2cccs2)N2CCOCC2)c2ccccc2c1=O (centres undefined) | -0.6% | · | 8.2% | i | 30.1 | i | 0.4 | · | 3.0 | 57 | · | ·
COc1ccc(NC(=S)NCCCN2CCOCC2)cc1 | -1.3% | 6.7% | -2.3% | i | 14.1 | i | 0.9 | · | -0.5 | 50 | 2.3% | -4.9%
O=C(CCc1nnc2ccc(NCc3ccccc3)nn12)NC1CCCC1 | 0.0% | 6.5% | 9.5% | i | 58.0 | i | 1.2 | · | 1.3 | 58 | 0.3% | 0.9%
C[C@H](/C=C/[C@@]1(O)[C@H](C)C[C@H](O)CC1(C)C)O[C@@H]1O[C@H](CO)[C@@H](O)[C@H](O)[C@H]1O | 1.2% | 1.2% | 7.9% | i | 24.6 | i | 2.1 | · | -2.4 | 113 | · | 7.6%
O=c1c2cc(-c3ccccc3)sc2nc2n1N=C(c1ccccc1)CS2 | -0.5% | 1.6% | 15.4% | i | 8.0 | i | 0.5 | · | 2.0 | 51 | 0.6% | -1.7%
O=C(NNC(=O)c1ccc2nc[nH]c2c1)c1ccccc1 | 1.0%[50 µM] | · | 1.4% | i | 22.7 | i | 0.5 | · | -0.2 | 73 | 0.1% | ·
CCc1nc(SCC(=O)NCCc2ccc(OC)c(OC)c2)c2c(=O)n(C)c(=O)n(C)c2n1 | 3.8% | 4.9% | 4.6% | i | 13.1 | i | 4.7 | 1.1 | 0.6 | 64 | 3.6% | 10.5%
Further compounds follow.
SMILES | UTI89 phage lysis | SV40 large T antigen | Rac1 GTP hydrolysis | T cell HTS | T cell HTS vesicle-bound % | Myeloid diff 2 | Myeloid diff 2 GFP+ MAC1+ % | TNAP activation fold | NTR1 agonist | NTR1 agonist cell count 20 µM | RSV antiviral HEp-2 | PhoP inhibition
CC(C)(C)[C@H]1C=C(C(=O)N2CCN(Cc3ccc4c(c3)OCO4)CC2)O[C@@H](OCCCCO)C1 | 0.7% | 2.6% | 9.6% | i | 11.7 | i | 1.4 | 1 | 0.1 | 103 | -0.1% | -2.2%
CCC(CC)NC(=O)COC(=O)c1ccc2c(c1)C(=O)N(Cc1ccco1)C2=O | 0.4% | 2.8% | 4.7% | i | 27.9 | i | 0.3 | · | 0.0 | 50 | 1.3% | 9.7%
COC(=O)c1ccc(OC)c(CSc2nnc(COc3ccc(Cl)cc3)o2)c1 | 0.1% | 6.0% | 4.2% | i | 4.0 | i | 0.7 | 1.1 | 6.4 | 71 | 15.3% | 4.7%
CN=c1c([N+](=O)[O-])nn(-c2ccc3c(c2)OCCO3)n1O | 0.0% | 4.6% | -0.7% | i | 17.8 | ? | · | 1 | 0.4 | 58 | 6.4% | -1.0%
CCC(=O)NC(=S)Nc1ccc(-c2nc3ccccc3s2)cc1 | 2.9%[50 µM] | 4.4% | -11.8% | i | 38.3 | i | 0.8 | 1.1 | -0.8 | 37 | 0.1% | -5.6%
CC(C)C(=O)N=C1NC(=O)CS1 | 0.5% | 7.4% | 5.6% | i | 40.0 | i | 0.4 | 1.1 | -1.1 | 89 | 1.7% | -0.5%
CN(C)c1cc(NC(=O)CN2CCCC2)c2ccccc2n1 | -0.3% | 2.9% | 41.6µM* | i | 24.7 | i | 0.2 | · | -0.7 | 41 | · | -7.8%
O=C1CCc2cc(S(=O)(=O)NCCCC(=O)N3CCN(Cc4ccc5c(c4)OCO5)CC3)ccc2N1 | 0.3% | 6.2% | 1.9% | i | 27.5 | i | 0.2 | 1.1 | 1.0 | 39 | -0.7% | -6.5%
Oc1ccc(N2CCN(c3ccnc4cc(Cl)ccc34)CC2)cc1 | 0.4% | 6.9% | 48.3µM* | i | 40.3 | i | 1.4 | · | 0.4 | 47 | 0.1% | 0.0%
CCOC(=O)/C(C#N)=C/C1=C(N2CCCC2)CC(C)(CC)OC1 (centres undefined) | -0.1% | -1.3% | 3.1% | i | 56.6 | i | 0.8 | 0.9 | -0.3 | 55 | 1.9% | -4.4%
CCCCn1c(N)c(N(CC(C)C)C(=O)CN(C)Cc2cccc(OC)c2)c(=O)[nH]c1=O | 2.9% | -2.9% | 4.7% | i | 38.0 | i | 1.7 | 1 | -0.2 | 64 | 0.9% | 5.8%
COc1ccc(/C=C/C(=O)OCC(=O)Nc2ccc(Cl)c(S(=O)(=O)N(C)C)c2)cc1OC | 1.3%[50 µM] | 5.1% | 5.8% | i | 3.7 | i | 0.4 | 0.9 | 16.2 | 76 | 0.9% | -9.6%
COc1ccc(CC2SC(=Nc3ccc(F)cc3)NC2=O)cc1 (centres undefined) | 1.2% | 26.0% | 6.4% | i | 49.9 | i | 0.1 | 1.1 | 0.2 | 51 | 2.7% | -8.5%
O=c1[nH]nc(Cc2ccccn2)c2ccccc12 | 2.6% | 0.2% | 2.7% | i | 63.0 | i | 4.9 | 1.1 | -0.7 | 48 | 0.3% | -7.2%
Cn1cccc1/C=C1\SC(=Nc2cccc(O)c2)NC1=O | 0.4% | 15.4% | 8.2% | i | 57.6 | i | 0.3 | · | 1.1 | 71 | -1.8% | -4.7%
CN1CCN(C2CCCCCC2)CC1 | 10.8% | ? | 5.9% | i | 54.4 | i | 0.7 | 1.1 | -0.7 | 52 | 0.4% | -13.9%
O=C(Nc1cccc(O)c1)c1cccc(S(=O)(=O)Nc2cccc(O)c2)c1 | -2.5% | 8.2% | -0.9% | i | 60.1 | i | 0.7 | · | -0.6 | 64 | 1.0% | 1.1%
NC(=O)CCC(NC(=O)c1ccc(Cl)cc1)C(=O)NCCc1ccc2c(c1)OCCO2 (centres undefined) | 0.3%[50 µM] | · | 6.3% | · | · | i | 0.8 | · | 0.9 | 45 | · | ·
COc1ccc(CN(C)S(=O)(=O)c2nnc(NC(=O)c3cccc(C)c3)s2)cc1OC | 0.2% | 7.0% | 12.6% | i | 33.4 | i | 1.7 | · | -0.1 | 57 | 9.2% | -6.6%

Screening results from PubChem.
